iPSC survival up = enhancers of single-cell hiPSC survival, primary screen, ATPlite luminescence; 100% = ROCK inhibitor wells, 0% = DMSO; survival enhancement, % at 20 µM; hit rate 0.044% among 360,000; AID 602274, 2012; in the data active means survival enhancement above about 18%;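 further: cells exposed to compounds for 16 hours before the ATP read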
NR2E3 ag-1 = inhibitors of NR2E3-RetCOR corepressor binding, primary screen, NR2E3 agonist project, biochemical, TR-FRET, GST-NR2E3, biotin-RetCOR; Photoreceptor-specific nuclear receptor (Homo sapiens), Q9Y5X4; 1536-well; inhibition of corepressor binding, % at 4.78 µM; hit rate 0.12% among 320,000; AID 2300, 2010;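 active means percent inhibition above the cutoff of mean plus 3 SD of all tested compounds, set per screening campaign, cut at about 20% in these data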;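 further: 0% = DMSO wells and 100% = biotin wells as full block of FRET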
Target sequence (Q9Y5X4 whole entry, looked up): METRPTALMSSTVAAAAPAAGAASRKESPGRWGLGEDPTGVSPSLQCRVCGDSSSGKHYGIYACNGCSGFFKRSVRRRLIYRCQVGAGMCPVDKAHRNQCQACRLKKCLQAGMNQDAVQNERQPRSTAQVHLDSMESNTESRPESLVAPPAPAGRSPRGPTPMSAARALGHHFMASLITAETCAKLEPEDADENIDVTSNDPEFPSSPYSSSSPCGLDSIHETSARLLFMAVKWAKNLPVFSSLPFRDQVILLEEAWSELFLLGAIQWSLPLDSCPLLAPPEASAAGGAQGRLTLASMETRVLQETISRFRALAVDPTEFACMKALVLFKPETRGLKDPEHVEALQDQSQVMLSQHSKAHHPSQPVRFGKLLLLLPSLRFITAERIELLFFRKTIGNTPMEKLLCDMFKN
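Material: NR2E3–RetCOR corepressor complex / Amount: 1.35 nM GST-NR2E3 / Medium: Tris pH 7.5 / Compound: single nominal compound dose of 4.8 µM / Incubation: 5 h at 4 °C / Technique: TR-FRET, Eu(K)-anti-GST donor, streptavidin-D2 acceptor, ex 340, em 617/671 nm / Read-out basis: percent loss of FRET ratio relative to control wells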
KKLEB cytotox = cytotoxicity in KKLEB CF airway cells, primary screen, cytotoxicity control for CF NF-kB inhibitor project, cell-based, uHTS, fluorescence assay plates. KKLEB CF airway cells viability, ATPlite luminescence, overnight; stronger effect = lower value; cells stimulated with P. aeruginosa culture filtrate. activity change (cytotoxicity), % at 5 µM. hit rate 0.36% among 360,000. AID 602141, 2011;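 active means corrected activity change at or below -50% at 5 µM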
Peg3 promoter = Peg3 promoter-driven luciferase inhibitors, primary screen, cell-based, HeLa, luciferase luminescence. HeLa PEG-Prom luciferase reporter, overnight. inhibition, % at 20 µM. hit rate 1.7% among 360,000. AID 588405, 2011;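 active means inhibition of at least 50% at 20 µM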
CF NFkB inh = inhibitors of PAF-induced NF-kB signaling, primary screen, cell-based, GFP fluorescence, uHTS; KKLEB NF-kB-GFP reporter, GFP fluorescence overnight; inhibition, % at 5 µM; hit rate 0.86% among 360,000;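 active means at least 50% inhibition at 5 µM, scaled per plate between neutral and stimulator controls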;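 further: PAF is a Pseudomonas aeruginosa culture filtrate used as stimulus; plate controls were PAF-stimulated DMSO wells for no effect and unstimulated DMSO wells for full effect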
TWEAK-Fn14 inh = inhibitors of TWEAK-Fn14 signaling, primary screen, luciferase reporter cells, uHTS | hit rate 2% among 360,000 | TWEAK-stimulated Fn14 reporter cells, luciferase luminescence, 8 h | inhibition, % at 10 µM | AID 1159606, 2016; in the data active means inhibition above about 50%
HIF-2a inh = HIF-2a reporter inhibitors, primary screen, luminescence, 786-0 RCC cells; 786-0 RCC cells HIF-2a reporter, luciferase luminescence, overnight; inhibition, % at 18.8 µM; hit rate 0.72% among 360,000; AID 624352, 2012;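 active means inhibition of the luminescence signal of 40% or more relative to plate controls, in a single-dose primary screen at 18.75 µM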
aDG glyco up = activators of alpha-DG glycosylation, primary screen, uHTS, Pro5-aDG cells, AlphaScreen. alpha-DG glycosylation AlphaScreen (IIH6); 0% Pro5, 100% B10-LARGE cell signal. activation, % at 10 µM. hit rate 0.22% among 360,000;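 active means activation of at least 8% versus controls, or a plate z-score of at least 8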;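 further: Pro5 are CHO cells carrying HIG-tagged alpha-DG that lacks glycosylation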
MITF TRPM1 inh = inhibitors of MITF-dependent TRPM1 promoter reporter, primary screen, cell-based, SK-MEL-5, single point, luciferase | SK-MEL-5 TRPM1 promoter luciferase, 24 h | inhibition, % at 12.5 µM | hit rate 0.83% among 330,000;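 active means mean inhibition across replicates of 60% or more, whatever share of single replicates reaches that level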; further: values of inactives mirror those of a sister screen read the other way
NR2E3 ag-2 = NR2E3 agonists in two-hybrid cells, primary screen, cell-based, luminescence, CHO-S, Gal4-NCOR/VP16-NR2E3; luciferase; inhibition of corepressor binding, % at 3.98 µM; AID 602229, 2012; hit rate 0.35% among 360,000;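 active means inhibition above the mean of all tested compounds plus 3 SD, cut at about 70% in these data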;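 further: 0% = DMSO with NR2E3 transfected cells and 100% = cells lacking NR2E3 construct; higher means lower luciferase signal from less NR2E3 corepressor binding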
Shn3 inh set2 = reduction of Shn3 3'UTR firefly luciferase signal, primary screen, Schnurri-3 inhibitor project, cell-based, Clone20 osteoblasts, set 2; Clone20 osteoblast Shn3 3'UTR firefly luciferase, 24 h; inhibition, % at 12.5 µM; hit rate 0.52% among 360,000;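 active means mean inhibition of at least 75% with every replicate also reaching 75%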;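 further: 0% = median of neutral control wells and 100% = pilot-screen positive control compound; some compounds past the cut are filed as inactive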
* marks the source's active call; other numbers are inactive results; . = no result given.

SMILES | iPSC survival up | NR2E3 ag-1 | KKLEB cytotox | Peg3 promoter | CF NFkB inh | TWEAK-Fn14 inh | HIF-2a inh | aDG glyco up | MITF TRPM1 inh | NR2E3 ag-2 | Shn3 inh set2
CNc1cncc(-c2ccc(OCCCN(C)C)nc2)n1 | -0.8 | . | 4 | -24 | 6 | 8 | -35 | -0.3 | . | -24 | -4
CCOc1cc2c(cc1OCC)C(c1ccc(C(=O)O)cc1)NCC2 (stereo not drawn) | 0.1 | 2 | -7 | 5 | 17 | 12 | 11 | -0.1 | 0 | -18 | 4
Cc1csc(CCc2nc(C)cs2)n1 | -1.7 | 5 | -17 | -2 | 0 | 13 | -15 | -0.2 | -9 | 5 | -2
CC(C(=O)Nc1ccccc1)N(c1cccc(Cl)c1)S(C)(=O)=O (stereo not drawn) | 1.2 | 3 | 4 | -1 | 2 | -11 | 10 | 0.4 | -10 | -1 | 10
O=C1CN(C(=O)COC(=O)Cc2ccccc2F)c2ccccc2N1 | 1.4 | . | -6 | 4 | 15 | -2 | 8 | 0.0 | 5 | 2 | -4
O=C(CSc1ncccn1)Nc1ccc2c(c1)OCO2 | 0.6 | . | 21 | -50 | -20 | -11 | -61 | -0.2 | -9 | -16 | 5
O=C(Nc1ccc2c(c1)OCCO2)c1ccc(Br)o1 | -5.6 | 3 | 5 | -154 | -9 | 19 | -128 | 0.0 | -46 | -149 | -2
CC1C(c2ccccc2)N(C)C(c2ccccc2)CC1(O)c1ccccc1 (stereo not drawn) | -3.2 | 1 | -11 | 18 | 7 | 6 | 17 | 0.0 | 2 | 4 | 25
COc1ccc(C2=NS(=O)(=O)N(C)C(C(=O)NCc3ccccn3)=C2)cc1OC | -0.4 | 2 | -11 | 4 | 5 | -3 | -14 | -0.2 | 10 | -19 | 13
O=C(Nc1ccc(NC(=S)NC(=O)c2cccs2)cc1)c1ccccc1 | -1.8 | 0 | -10 | -18 | -1 | -5 | -4 | 0.2 | -16 | -10 | 3
O=C1NCC(O)=C1C=Nc1ccccc1O | -0.8 | -2 | -10 | -5 | -10 | 25 | -3 | 0.8 | 1 | -12 | .
CCCCN(c1ccccc1)c1ncnc2nc[nH]c12 | -0.8 | 4 | -4 | 29 | 10 | 14 | 19 | -0.1 | 0 | -42 | -7
O=C(CN1C(=O)NC2(CCOc3ccccc32)C1=O)c1ccc(Br)cc1 (stereo not drawn) | 0.0 | 1 | -7 | 9 | 27 | -7 | 14 | -0.1 | -8 | -16 | 9
COc1cc(SC)ccc1C(=O)Nc1nc(C)cc(C)n1 | -0.3 | 5 | -5 | -2 | 11 | -14 | -18 | -0.1 | -38 | 2 | 6
O=C(O)Cn1cc(/C=N/NC(=O)c2cc3cc(Br)ccc3o2)c2ccccc21 | -0.7 | 4 | 0 | -5 | 0 | -2 | 11 | 0.1 | 14 | -2 | 7
CC(=O)Nc1ccc(S(=O)(=O)N2CCc3ccccc3C2CC(=O)O)cc1 (stereo not drawn) | -0.3 | 4 | -8 | 6 | 24 | 2 | -1 | 0.0 | 4 | -16 | 6
O=C(CNC(=O)c1ccc(Br)cc1)c1ccc(Br)cc1 | -0.5 | 5 | 4 | -34 | -1 | -5 | -54 | 0.0 | -4 | -30 | -4
CCCOc1ccc(CCC(=O)N/N=C/c2ccncc2)cc1 | 0.2 | 1 | 2 | -8 | 18 | -26 | -8 | -0.1 | -2 | -2 | 6
CC(C)N(C(C)C)S(=O)(=O)c1ccc(Cl)nc1 | -0.5 | 3 | 7 | -1 | -5 | 19 | 6 | 0.3 | 21 | 1 | 6
Cc1cc(C(=O)CCC(=O)Nc2ccc(S(N)(=O)=O)cc2)c(C)s1 | 0.3 | 0 | -8 | 6 | 15 | 3 | 0 | -0.9 | -3 | -9 | -73

Whole records from above. Screens in order: iPSC survival up	NR2E3 ag-1	KKLEB cytotox	Peg3 promoter	CF NFkB inh	TWEAK-Fn14 inh	HIF-2a inh	aDG glyco up	MITF TRPM1 inh	NR2E3 ag-2	Shn3 inh set2
Shown for `CC(=O)Nc1ccc(S(=O)(=O)N2CCc3ccccc3C2CC(=O)O)cc1` (stereo not drawn) = -0.3	4	-8	6	24	2	-1	0.0	4	-16	6
Shown for `COc1cc(SC)ccc1C(=O)Nc1nc(C)cc(C)n1` = -0.3	5	-5	-2	11	-14	-18	-0.1	-38	2	6
Shown for `Cc1cc(C(=O)CCC(=O)Nc2ccc(S(N)(=O)=O)cc2)c(C)s1` = 0.3	0	-8	6	15	3	0	-0.9	-3	-9	-73
Shown for `CC1C(c2ccccc2)N(C)C(c2ccccc2)CC1(O)c1ccccc1` (stereo not drawn) = -3.2	1	-11	18	7	6	17	0.0	2	4	25

Returning to the listing; the two compounds before the break are reprinted first.
SMILES | iPSC survival up | NR2E3 ag-1 | KKLEB cytotox | Peg3 promoter | CF NFkB inh | TWEAK-Fn14 inh | HIF-2a inh | aDG glyco up | MITF TRPM1 inh | NR2E3 ag-2 | Shn3 inh set2
CC(C)N(C(C)C)S(=O)(=O)c1ccc(Cl)nc1 | -0.5 | 3 | 7 | -1 | -5 | 19 | 6 | 0.3 | 21 | 1 | 6
Cc1cc(C(=O)CCC(=O)Nc2ccc(S(N)(=O)=O)cc2)c(C)s1 | 0.3 | 0 | -8 | 6 | 15 | 3 | 0 | -0.9 | -3 | -9 | -73
O=C(CN1CCN(Cc2ccccc2Cl)CC1)N/N=C/C=C\c1ccccc1[N+](=O)[O-] | -1.2 | 4 | -5 | 23 | -7 | -2 | 12 | 0.3 | -1 | 15 | -1
CSc1ccc(C(=O)C2CCCN(C(=O)CCCn3cncn3)C2)cc1 (stereo not drawn) | -1.7 | 0 | -8 | -32 | 14 | -17 | -44 | 0.1 | . | 22 | -5
NCc1ccccc1COc1ccccc1 | -2.6 | 1 | 9 | -15 | 5 | 0 | 20 | 0.2 | 2 | 1 | -1
O=C(c1ccc2c(=O)n(-c3ccccc3)c(=O)[nH]c2c1)N1CCCCC1 | 0.3 | -1 | 4 | 12 | 18 | 4 | -4 | 0.3 | 5 | 8 | 29
O=C(Nc1nc(=O)n(C(=O)C2CC2)s1)c1ccccc1 | 0.2 | -4 | -3 | -14 | -27 | 21 | -19 | 0.1 | 2 | 23 | -11
Cc1ccc(-c2nn3c(=O)c(C)nnc3s2)cc1 | -0.6 | 3 | 10 | -23 | -7 | -6 | -71 | 0.0 | -2 | -16 | -16
Cn1c(SCC(=O)Nc2cccc(F)c2)nnc1-c1cccnc1 | 0.6 | -2 | -8 | -3 | 5 | 12 | 1 | 0.1 | 6 | 12 | -13
Cc1cccc(OCCNc2cc(N3CCOCC3)ccc2[N+](=O)[O-])c1 | 1.3 | 2 | -15 | -108 | -5 | -28 | -124 | -0.3 | -65 | -8 | 41
COCCNC(=O)CCn1c(=O)oc2ccccc21 | 1.1 | 1 | 3 | 10 | 3 | 3 | 17 | 0.0 | -6 | -32 | -19
Cc1ccc(S(=O)(=O)NCC(=O)N(CC(=O)NCC2CCCO2)c2ccc(Cl)cc2)cc1 (stereo not drawn) | 0.0 | 2 | 7 | 7 | 3 | -4 | -3 | 0.4 | -4 | -17 | 5
CC(=O)Nc1ccc(NC(=O)c2ccco2)cc1 | -1.2 | 2 | 10 | -68 | 1 | -1 | -100 | -0.4 | -36 | -3 | -20
CN(CC(=O)NCc1ccco1)S(=O)(=O)c1ccc2c(c1)c(=O)n(C)c(=O)n2C | -0.2 | -1 | 4 | 3 | 0 | -9 | 14 | 0.2 | -7 | -4 | 7
Cc1c(Br)c(C(F)(F)F)nn1CC(=O)NCCCn1ccnc1 | -0.4 | 0 | -3 | 27 | 0 | 3 | 10 | -0.1 | -13 | -16 | 42
Cc1ccc(C(C[N+](=O)[O-])c2c(N)n(C)c(=O)n(C)c2=O)cc1 (stereo not drawn) | -0.6 | 2 | -10 | 17 | 21 | 21 | 10 | 0.1 | 12 | 17 | -7
COc1cccc(CNCCSc2nnnn2C)c1 | -2.1 | 7 | -6 | -9 | 11 | 3 | 18 | -0.2 | -6 | 6 | -28
COc1ccc(CNC(=O)c2sc(=O)n(Cc3ccc(-c4ccccc4)cc3)c2C)cc1OC | 0.4 | . | -4 | 15 | -9 | 61* | -2 | 0.9 | . | 60 | 35
Cc1ccc(C(=O)NCCc2ccccc2)cc1 | -0.4 | 0 | -8 | 45 | -11 | 97* | 54* | -0.1 | 38 | -61 | 21
COc1ccc(N2CC(C)Cn3c2nc2c3c(=O)n(Cc3ccc(F)cc3)c(=O)n2C)c(OC)c1 (stereo not drawn) | 0.0 | 0 | -8 | 24 | 1 | -17 | 26 | 0.9 | 12 | 11 | 14
COc1ccccc1/C=C(/C(=O)OCC(=O)Nc1cc(C)ccc1C)c1ccccc1 | 2.3 | 2 | -3 | 17 | 10 | 10 | 18 | 1.1 | 17 | -2 | 22
O=C1CCC/C(=N\NC(=O)c2ccc(CSc3cccc4cccnc34)cc2)C1 | 1.5 | 2 | -20 | 9 | 7 | -15 | 12 | -0.2 | . | 1 | 1
C=CCc1ccccc1OCCOc1ccc([N+](=O)[O-])cc1/C=N/NC(N)=O | -1.6 | 3 | -10 | 6 | 9 | -14 | 2 | 0.8 | -2 | -38 | 22
COc1ccc(S(=O)(=O)NCC(=O)N(CC(=O)NCC2CCCO2)c2cc(C)ccc2C)cc1 (stereo not drawn) | 4.7 | 7 | 5 | 15 | -10 | 1 | 8 | 0.1 | 4 | -8 | -6
O=C(O)c1ccc(Cl)c(S(=O)(=O)N(Cc2ccccc2)c2ccccc2Cl)c1 | -0.6 | 1 | 9 | 19 | -4 | 9 | 8 | -0.1 | -1 | -22 | -1

Screening results (PubChem)
